Source: PubChem BioAssay
FBPA coupling cs = inhibits coupling enzyme system, counter-screen for aldolase hits; coupling enzyme system counterscreen, AmpLite Red fluorescence; activity change, negative = inhibition, % at 58.2 µM, hits read low; 0.67% of 290,000 active; AID 2472; in the data active = activity change below about -30%; note: % is set by controls: 0 for no effect and ±100 for the full control effect
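Coupling enzymes only (glyceraldehyde-3-phosphate) + compound, at 57.5 uM final, 10 min RT; add substrate/coupling/AmpLite Red mix, 20 min RT; fluorescence ex 525/em 598 nm. Actives flag coupling-system interference.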
GALK inh = galactokinase (human) inhibition. P51570. Purified GALK, Kinase-Glo residual ATP luminescence. Potency, µM (highest dose often 57.5 µM), without a hit: at the top dose activity change, negative = inhibition, hits mostly inhibitors. 0.007% of 270,000 active. AID 1868; note: potency is the fitted concentration of half-maximal effect; % is set by controls: 0 for no effect and ±100 for the full control effect
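The enzyme phosphorylates galactose (100 uM) using ATP (35 uM); inhibition is detected as higher residual ATP, quantified by bioluminescence after 1 h reaction at room temperature, pH 8.0.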
Tb PFK block = blocks T. brucei phosphofructokinase. T. brucei PFK, ADP-Glo luminescence. Potency, µM (top dose mostly 57.5 µM), for the others: at the top dose activity, negative = inhibition, actives largely listed as inhibitors. 0.17% of 330,000 active. AID 485367;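 note: potency is the fitted concentration of half-maximal effect; 0% = uninhibited 1x PFK enzyme wells and -100% = no-enzyme wells; nearly all actives have a fitted effect of over 60% in size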
Target sequence (O15648 whole entry, looked up): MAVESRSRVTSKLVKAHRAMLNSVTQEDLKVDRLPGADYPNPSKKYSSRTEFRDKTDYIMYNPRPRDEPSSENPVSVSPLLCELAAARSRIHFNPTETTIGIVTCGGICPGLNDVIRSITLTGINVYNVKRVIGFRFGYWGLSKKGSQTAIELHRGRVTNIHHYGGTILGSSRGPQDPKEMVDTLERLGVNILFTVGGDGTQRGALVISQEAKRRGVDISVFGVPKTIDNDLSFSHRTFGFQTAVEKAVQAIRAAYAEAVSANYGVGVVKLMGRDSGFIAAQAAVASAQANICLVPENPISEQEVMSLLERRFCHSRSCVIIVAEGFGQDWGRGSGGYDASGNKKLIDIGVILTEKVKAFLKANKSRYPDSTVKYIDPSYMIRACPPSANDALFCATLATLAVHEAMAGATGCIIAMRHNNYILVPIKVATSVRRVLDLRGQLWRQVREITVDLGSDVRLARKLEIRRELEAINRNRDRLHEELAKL
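Luminescent ADP detection (ADP-Glo, two-step: ATP depletion then ADP-to-ATP conversion for luciferase) reported PFK activity after 45 min room-temperature reaction of 1.25 nM enzyme with 0.5 mM F6P and 0.1 mM ATP at pH 8.0.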
ASM inhibitor = blocks human secretory acid sphingomyelinase | 0.006% of 340,000 active | P17405 | Potency, µM (highest dose often 57.5 µM), without a hit: top-dose activity change, negative = inhibition, actives largely listed as inhibitors | placental ASM, HMU-PC fluorogenic substrate, 60 min; note: potency is the fitted concentration of half-maximal effect
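qHTS format. ASM enzyme prepared from human placenta hydrolyses the fluorogenic substrate HMU-PC0 (9 uM final) over 60 min at 37 °C after a 10 min compound preincubation.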
BCR signal inh = blocks chronic active B-cell receptor signaling. ABC-DLBCL IkBa-CBG/CBR reporter, luminescence ratio, 4 h. Potency, µM (doses to about 46.1 µM), inactives show at the top dose ratio change, negative = lower green/red ratio, usual class: inhibitors. 0.05% of 340,000 active. AID 493014; active = well fitted inhibition curve with a large enough effect in the signal ratio, with a control signal flat, not every such curve was filed as active; inconclusive = small, poorly fitted or top-dose-only effect, or effect the other way, or a change in a side signal; the % refers to the signal ratio;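 note: potency is the fitted concentration of half-maximal effect; plate controls were basal doxycycline-induced cells for no effect and cells given 10 µM MG132 for full effect; MG132 reads +100%, hits lower the ratio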
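Concentration-response series (up to 46 uM) were applied to TMD8 dual-reporter cells for 4 h at 37C with doxycycline. Green/red ratio, after filter-overlap correction, defined %Activity; red signal alone was normalised to basal cells and zero luminescence.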
Integrin act MD = activators of alpha7 integrin expression for muscular dystrophy. alpha7betagal myoblasts, beta-gal FDG fluorescence, 48 h. Potency, µM (titrated, usually from 38.3 µM), without a hit: top-dose activation, most hits filed as activators. 0.064% of 350,000 active. AID 624291;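 note: potency is the fitted concentration of half-maximal effect; 100% = response of the positive control SU9516; nearly all actives have a fitted effect of over 60% in size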
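alpha7betagal+/- myoblasts (passage 13, 250/well) treated 48 h at 37C with compounds at 1:260 dilution of DMSO stock. Lysed, then beta-galactosidase activity read as FDG fluorescence (ex 480/em 540) after 30 min, with pre-read for autofluorescence.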
TSG101-PTAP inh = blocks PTAP/TSG101 interaction to inhibit HIV-1 budding. Q99816. Fluorescence polarization, FITC-PTAP peptide / Tsg101 binding. Potency, µM (top dose mostly 115 µM), for the others: at the top dose activity change, negative = inhibition, usual class: inhibitors. 340,000 tested, under 10 active; active = well fitted inhibition curve with a large enough effect in the main read-out, with a control signal flat, not every such curve was filed as active; inconclusive = small, poorly fitted or top-dose-only effect, or effect the other way, or a change in a side signal; inactive = no such curve, though single readings can be large or run the other way; note: potency is the fitted concentration of half-maximal effect; % of control where 0% means no effect
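Fluorescence anisotropy tracks displacement of a FITC-tagged PTAP peptide (50 nM) from the Tsg101 binding domain (10 uM), following a 20 min room-temperature incubation at pH 7.5.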
B2AR arrestin = recruits beta-arrestin to the human beta2-adrenergic receptor; beta-arrestin recruitment to beta2AR, cell-based reporter; P07550; 0.02% of 330,000 active; Potency, µM (doses to about 46.1 µM), without a hit: at the top dose activation, actives largely listed as activators;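 note: potency is the fitted concentration of half-maximal effect; 0% = DMSO controls and full agonism = EC100 isoproterenol or metaproterenol; nearly all actives have a fitted effect of over 65% in size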
Menin-MLL TR inh = menin-MLL binding inhibition, Texas Red mutant peptide; Menin + Texas Red MLL mutant peptide, fluorescence polarization; Potency, µM (series often up to 61.6 µM), inactives show at the highest dose FP activity change, negative = inhibition, hits mostly inhibitors; 0.23% of 270,000 active; AID 1768; active = well fitted inhibition curve with a large enough effect in the polarisation, with a control signal flat, not every such curve was filed as active; inconclusive = small, poorly fitted or top-dose-only effect, or effect the other way, or a change in a side signal; inactive = no such curve, though single readings can be large or run the other way; the % refers to the polarisation; note: potency is the fitted concentration of half-maximal effect; % of control where 0% means no effect; many of its hits are not listed in these tables
Target sequence (O00255 whole entry, looked up): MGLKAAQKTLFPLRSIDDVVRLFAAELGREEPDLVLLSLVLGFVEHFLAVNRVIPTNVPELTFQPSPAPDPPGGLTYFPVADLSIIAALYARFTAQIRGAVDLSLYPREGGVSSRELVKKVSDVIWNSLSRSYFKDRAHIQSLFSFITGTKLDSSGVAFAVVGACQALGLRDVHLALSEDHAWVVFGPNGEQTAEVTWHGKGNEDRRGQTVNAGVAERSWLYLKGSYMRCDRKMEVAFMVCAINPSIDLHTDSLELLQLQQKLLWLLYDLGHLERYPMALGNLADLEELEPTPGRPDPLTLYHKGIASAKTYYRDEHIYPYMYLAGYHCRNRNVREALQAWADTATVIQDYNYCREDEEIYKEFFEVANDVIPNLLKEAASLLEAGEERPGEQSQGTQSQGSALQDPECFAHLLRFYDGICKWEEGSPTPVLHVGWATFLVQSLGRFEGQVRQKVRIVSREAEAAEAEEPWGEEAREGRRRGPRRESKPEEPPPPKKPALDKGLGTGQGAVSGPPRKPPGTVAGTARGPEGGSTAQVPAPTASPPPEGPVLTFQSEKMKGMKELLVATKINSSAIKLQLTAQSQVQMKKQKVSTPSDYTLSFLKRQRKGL
PKM2 activator = activators of human pyruvate kinase M2. purified PKM2, Kinase-Glo ATP luminescence, activation; response scale: 0% is enzyme alone, no compound. 0.34% of 260,000 active. Potency, µM (titrated, usually from 57.5 µM), without a hit: at the top dose activation, usual class: activators. P14618; note: potency is the fitted concentration of half-maximal effect; % is set by controls: 0 for no effect and ±100 for the full control effect; nearly all actives have a fitted effect of over 55% in size
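ATP formation by purified human PK-M2, quantified via coupled luciferase luminescence after 1 h at room temperature with 0.1 mM ADP and 0.5 mM PEP final.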
Giardia kill = Giardia lamblia killing; Giardia lamblia trophozoite viability; AID 540267; activity change, % at 7.66 µM, hits read low; 0.15% of 340,000 active; in the data active = activity change below about -80%; inconclusive = between about -30% and that limit;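 note: parasites exposed to compound for two days anaerobically before the ATP read; % is set by controls: 0 for no effect and ±100 for the full control effect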
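Media and compound were dispensed first, then trophozoites at 100 cells/well; plates sat 48 hrs at 37 deg C without oxygen before ATP luminescence reagent was added and read after 15-30 min at room temperature.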
Numbers without * were called inactive; [ ] = dose if it differs, or a comment. Unless noted, calls come from the whole dose curve; as a rule, active = well fitted curve in the direction sought with a large enough effect; inconclusive = small, poorly fitted or top-dose-only effect, or another doubt; inactive = no such curve, though single readings can be large; an effect the other way counts as inactive or inconclusive.

`COCCn1c(SCC(=O)Nc2cccc(C)n2)nnc1-c1ccco1` gave FBPA coupling cs 3, GALK inh -3%, Tb PFK block 2%, ASM inhibitor 0%, BCR signal inh -3%, Integrin act MD -20%, TSG101-PTAP inh -4%, B2AR arrestin -0.4%, Menin-MLL TR inh 0%, PKM2 activator -4% and Giardia kill -2.
Screening COc1ccc(CCNC(=O)CSc2nc3sc(C(=O)O)c(C)c3c(=O)[nH]2)cc1OC returned FBPA coupling cs 1, GALK inh 4%, Tb PFK block 0%, BCR signal inh 0%, Integrin act MD 32%, TSG101-PTAP inh -1%, B2AR arrestin 0.2%, Menin-MLL TR inh 8%, PKM2 activator -1% and Giardia kill -12.
`CCOc1ccc(C(=O)NC(=S)Nc2ccccc2OC)cc1[N+](=O)[O-]` gave FBPA coupling cs -5, GALK inh 1%, Tb PFK block inconclusive, ASM inhibitor 8%, BCR signal inh inconclusive, Integrin act MD -6%, TSG101-PTAP inh -2%, B2AR arrestin 0.0%, Menin-MLL TR inh 1%, PKM2 activator 4% and Giardia kill 12.
CCN1/C(=C2\SC(=S)N(Cc3ccccc3)C2=O)Sc2ccccc21 was read as FBPA coupling cs -3, GALK inh 2%, Tb PFK block 7%, ASM inhibitor -4%, BCR signal inh 1%, Integrin act MD inconclusive, TSG101-PTAP inh -15%, B2AR arrestin -0.5%, Menin-MLL TR inh inconclusive, PKM2 activator -2% and Giardia kill 18.
`O=C(CCC(=O)N1CCCC1)Nc1ccc([N+](=O)[O-])cc1` gave FBPA coupling cs 3, GALK inh 1%, Tb PFK block -1%, ASM inhibitor 2%, BCR signal inh -1%, Integrin act MD -7%, TSG101-PTAP inh 0%, B2AR arrestin -0.4%, Menin-MLL TR inh -11%, PKM2 activator 1% and Giardia kill 4.
For Cc1ccc(-c2cc(C(=O)Nc3ccccn3)c3ccccc3n2)o1 the results were FBPA coupling cs 0, GALK inh 3%, Tb PFK block inconclusive, ASM inhibitor 413%[activator], BCR signal inh 8%, Integrin act MD 0%, TSG101-PTAP inh -6%, B2AR arrestin -0.1%, Menin-MLL TR inh inconclusive, PKM2 activator inconclusive and Giardia kill 1.
CCOC(=O)c1[nH]c(C)c(CN(CCc2ccccc2)C(=O)CCC(=O)O)c1C was read as FBPA coupling cs 6, GALK inh -2%, Tb PFK block -4%, ASM inhibitor 0%, BCR signal inh -3%, Integrin act MD -12%, TSG101-PTAP inh -9%, B2AR arrestin -1.0%, PKM2 activator -5% and Giardia kill -14.
Screening O=C(O)c1cc(-c2ccc(/C=N/NC(=S)Nc3ccccc3)o2)ccc1Cl returned FBPA coupling cs 1, GALK inh -2%, Tb PFK block 8%, ASM inhibitor 46%, BCR signal inh inconclusive, Integrin act MD inconclusive, TSG101-PTAP inh -4%, B2AR arrestin 0.0%, Menin-MLL TR inh inconclusive, PKM2 activator inconclusive and Giardia kill -22.
`O=C(NCc1ccc2c(c1)OCO2)c1cc2ncc(Br)cn2n1` gave FBPA coupling cs 4, GALK inh -1%, Tb PFK block inconclusive, ASM inhibitor -2%, BCR signal inh inconclusive, Integrin act MD -24%, TSG101-PTAP inh -3%, B2AR arrestin -0.3%, Menin-MLL TR inh 20%, PKM2 activator 16% and Giardia kill -4.
`COc1cc(OC)c(OC)cc1/C=C(\C#N)C(=O)NCc1cccs1` gave FBPA coupling cs -1, GALK inh -4%, Tb PFK block 3%, ASM inhibitor 24%, BCR signal inh -3%, Integrin act MD 1%, TSG101-PTAP inh -5%, B2AR arrestin -0.9%, Menin-MLL TR inh -19%, PKM2 activator -14% and Giardia kill -1.
Screening CCNC(=O)NC1(C(=O)Nc2ccc3c(c2)OCCO3)CCCCC1 returned GALK inh -1%, Tb PFK block -3%, ASM inhibitor 2%, BCR signal inh 1%, Integrin act MD 11%, TSG101-PTAP inh -4%, B2AR arrestin -0.9%, Menin-MLL TR inh -10%, PKM2 activator -11% and Giardia kill 20.
CCCn1c(SCC(=O)Nc2nnc(C(C)C)s2)nc2c1c(=O)n(C)c(=O)n2C was read as FBPA coupling cs 2, GALK inh 1%, Tb PFK block 4%, ASM inhibitor -1%, BCR signal inh 1%, Integrin act MD 11%, TSG101-PTAP inh 0%, B2AR arrestin 0.4%, Menin-MLL TR inh -9%, PKM2 activator 2% and Giardia kill -4.
For CCO[C@H]1OC(C(=O)Nc2ccccc2)=C[C@@H](C)[C@@H]1CCCO the results were FBPA coupling cs 0, GALK inh 0%, Tb PFK block 0%, ASM inhibitor -1%, BCR signal inh -2%, Integrin act MD 23%, TSG101-PTAP inh -1%, B2AR arrestin -0.4%, Menin-MLL TR inh 12%, PKM2 activator 0% and Giardia kill -6.
COc1ccc2[nH]c(=O)c(CN(Cc3ccccc3)C(=S)NCC3CCCO3)cc2c1 (centres undefined) was read as FBPA coupling cs 0, GALK inh 3%, Tb PFK block 0%, ASM inhibitor 71%[activator], BCR signal inh 0%, Integrin act MD 17%, TSG101-PTAP inh -7%, B2AR arrestin 3.3%, Menin-MLL TR inh 5%, PKM2 activator 3% and Giardia kill -23.
For CC1(C)C2CCC1(CS(=O)(=O)NCc1ccc(C(=O)O)cc1)C(=O)C2 (centres undefined) the results were FBPA coupling cs -1, GALK inh 2%, Tb PFK block 6%, ASM inhibitor 4%, BCR signal inh 7%, Integrin act MD -19%, TSG101-PTAP inh -3%, B2AR arrestin -0.2%, Menin-MLL TR inh 1%, PKM2 activator 3% and Giardia kill -16.
`CC(=O)Nc1cccc(NC(=O)C(=O)NCC(c2ccco2)N2CCc3ccccc32)c1` (centres undefined) gave Tb PFK block 6%, ASM inhibitor -11%, BCR signal inh inconclusive, Integrin act MD -2%, TSG101-PTAP inh -5%, B2AR arrestin -0.2% and Giardia kill -6.
Screening COc1ccccc1C(=O)NC(=O)COC(=O)CNC(=O)c1ccccc1F returned Tb PFK block -4%, ASM inhibitor 3%, BCR signal inh 1%, Integrin act MD inconclusive, TSG101-PTAP inh -3%, B2AR arrestin 0.0% and Giardia kill 8.
`COc1ccc(CN2CCCN(C)CC2)c(OC)c1C` gave FBPA coupling cs -4, GALK inh 6%, Tb PFK block -1%, ASM inhibitor 3%, BCR signal inh 4%, Integrin act MD 17%, TSG101-PTAP inh 0%, B2AR arrestin -0.3%, Menin-MLL TR inh inconclusive, PKM2 activator 7% and Giardia kill -7.
For CCCOC(=O)c1ccc(Oc2coc3c(CN(CC)CC)c(O)ccc3c2=O)cc1 the results were FBPA coupling cs 3, Tb PFK block 7%, ASM inhibitor 489%[activator], BCR signal inh -4%, Integrin act MD -5%, TSG101-PTAP inh 0%, B2AR arrestin -0.6%, Menin-MLL TR inh -5%, PKM2 activator -9% and Giardia kill 0.
`COc1ccc(Cc2noc(CN(C)CC(O)c3ccccc3)n2)cc1OC` (centres undefined) gave FBPA coupling cs 3, GALK inh 5%, Tb PFK block -5%, ASM inhibitor 2%, BCR signal inh 5%, Integrin act MD -1%, TSG101-PTAP inh 0%, B2AR arrestin -0.9%, Menin-MLL TR inh -8%, PKM2 activator -6% and Giardia kill 10.
Screening C=CCn1c(=NC(=O)CC)n(C)c2ccccc21 returned FBPA coupling cs 3, GALK inh 3%, Tb PFK block 0%, ASM inhibitor -1%, BCR signal inh inconclusive, Integrin act MD 0%, TSG101-PTAP inh 3%, B2AR arrestin -2.3%, Menin-MLL TR inh -3%, PKM2 activator 9% and Giardia kill 12.
`COC(=O)CN(c1ccc(C(C)C)cc1)S(=O)(=O)c1c(C)[nH]c(=O)[nH]c1=O` gave FBPA coupling cs 3, GALK inh 2%, Tb PFK block -3%, ASM inhibitor 2%, BCR signal inh 6%, Integrin act MD 10%, TSG101-PTAP inh 1%, B2AR arrestin 0.3%, Menin-MLL TR inh 0%[11.7 µM], PKM2 activator -12% and Giardia kill 8.
`CCOC(=O)C1=NN(c2ccccc2C)C2=NC(C)=C(C(=O)OC)C(c3cccc(OC)c3)N12` (centres undefined) gave FBPA coupling cs -11, Tb PFK block 0%, ASM inhibitor -2%, BCR signal inh -12%, Integrin act MD -8%, TSG101-PTAP inh 1%, B2AR arrestin 0.6%, Menin-MLL TR inh -8%, PKM2 activator -1% and Giardia kill -5.

An excerpt (hit frequency here may not be typical).
